p53ts 39C tox – p53ts cell cytotoxicity, nonpermissive temperature; H1299-p53A138V viability at 39C, ATP luminescence, 24 h; 130,000 compounds, 1.5% hits; Potency, µM (doses to about 46.1 µM), for inactives: top-dose activity change, negative = cell killing, usual class: cytotoxic; note: nearly all actives have a fitted effect of over 55% in size
IkB signaling – suppresses IkB signaling in ABC-DLBCL reporter cells; Potency, µM (highest dose often 57.1 µM), for the others: top-dose IkBa stabilization activation; 110,000 compounds, 0.04% hits; AID 445; ABC-DLBCL IkBa-CBG/CBR dual luciferase ratio, 4 h; response scale: scaled: untreated 0%, proteasome inhibitor 100%; active = well fitted curve in the direction sought with a large enough effect in the signal ratio, not every such curve was filed as active; inconclusive = small, poorly fitted or top-dose-only effect, or a change in a side signal; the % refers to the signal ratio;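 note: the direction sought is a rising ratio; 0% = basal untreated cells and 100% = reference inhibitor full response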
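Luminescence ratio of IκBα-fused green versus native red beetle luciferase in OCI-Ly3 cells, 4 h post-doxycycline with compound; red signal alone, scaled from basal (0%) to zero light (-100%), flagged nonspecific or cytotoxic effects.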
p53ts 32C kill – kills p53ts cells at the permissive temperature; H1299-p53A138V at 32C, ATP luminescence viability, 24 h; Potency, µM (highest dose often 46.1 µM), without a hit: at the top dose activity change, negative = cytotoxicity, actives largely listed as cytotoxic; 130,000 compounds, 0.93% hits;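 note: 0% = DMSO and -100% = full killing by reference compound; nearly all actives have a fitted effect of over 55% in size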
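H1299-p53 A138V cells (temperature-sensitive p53) exposed 24 h to up to 46 uM compound at 32C, where p53 is wild-type in conformation. Viability read as ATP luminescence and normalised to DMSO and 100 uM tamoxifen. AC50 fitted with the Hill equation.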
Imprint erasure – induces erasure of genomic imprints in mouse ES cells; mouse ES Peg3-LacZ reporter, beta-gal luminescence, 40 h; Potency, µM (doses to about 60.7 µM), for inactives: at the top dose activity change, positive = activation, hits mostly activators; 110,000 compounds, 0.02% hits; AID 1948;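 note: 0% = negative control wells on the plate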
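Gelatin-coated wells received 300 freshly trypsinized female ES cells with a Peg3LacZ-Neo reporter on the maternal allele, then incubated 40 hours at 37C. BetaGlo was added for 5 minutes at room temperature before a single luminescence read.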
* = called active by the depositor; ? = inconclusive; · = no result given; [ ] = remark or other dose. Unless noted, calls come from the whole dose curve; as a rule, active = well fitted curve in the direction sought with a large enough effect; inconclusive = small, poorly fitted or top-dose-only effect, or another doubt; inactive = no such curve, though single readings can be large; an effect the other way counts as inactive or inconclusive. Unless noted, % is set by controls: 0 for no effect and ±100 for the full control effect; potency is the fitted concentration of half-maximal effect.

SMILES	p53ts 39C tox	IkB signaling	p53ts 32C kill	Imprint erasure
Clc1ccccc1Cn1nnc2c(NCC3CC3)ncnc21	-20%	2.0%	-2%	-1%
CCn1c(=O)sc2cc(NS(=O)(=O)c3ccc(F)c(C)c3)ccc21	-13%	?	-4%	-12%[10.9 µM]
O=P1(Nn2cnnc2)C=C(c2ccccc2)OC(c2ccccc2)=C1	3%	-0.3%	5%	4%
Cc1ccc(-n2ncc3c(NC(C)c4ccccc4)ncnc32)cc1 (configuration not stated)	?	?	?	-12%[10.9 µM]
CCOC(=O)c1c(NC(=O)COc2ccc(Cl)cc2Cl)sc2c1CCCCC2	23%	4.1%	11%	5%[10.9 µM]
COc1ccc(N2C(=O)CC(NCc3cccc(F)c3)C2=O)cc1 (configuration not stated)	7%	-0.2%	-2%	15%
O=C(CN1C(=O)C2CC=CCC2C1=O)Nc1nc2ccccc2[nH]1 (configuration not stated)	6%	0.4%	-3%	-9%
CCCN(CCC)S(=O)(=O)c1ccc(C(=O)O)cc1	-15%	1.1%	-10%[1.84 µM]	13%
COc1ccc(-c2noc(-c3nnn(-c4cc(C)ccc4C)c3N)n2)cc1	-19%	-0.2%	-5%	-16%[10.9 µM]
Cc1ccccc1OCc1nnc(SCC(=O)Nc2ccc3c(c2)OCO3)n1C	7%	0.8%	6%	3%
CCOc1ccccc1NC(=O)CCn1nc(C)c(S(=O)(=O)N2CCCCC2)c1C	-15%	?	2%	-7%[10.9 µM]
COc1cc(C2N(c3cc(C)on3)C(=O)C3CCCN32)cc(OC)c1OC (configuration not stated)	-6%	-0.7%	8%	25%
CC(C)NC(=O)C1CCC(Cn2c(=O)c3sccc3n(CC(=O)Nc3ccccc3)c2=O)CC1 (configuration not stated)	-16%	8.0%	?	-9%[10.9 µM]
Cc1nc(SCC(=O)Nc2ccnc3ccccc23)n[nH]1	11%	0.9%	1%	-33%[inhibitor]
Clc1ccc(C2=Nn3c(nnc3-c3cccnc3)SC2)s1	-2%	1.6%	5%	-6%
Cc1ccc(Nc2nc(C)cc(C)n2)c(C(=O)O)c1	-1%	-0.1%	-4%	-18%[10.9 µM]
CCc1ccc2c(COC(=O)c3n[nH]c4ccccc34)cc(=O)oc2c1	?	30%	-15%	-20%
N#Cc1ccc(CN2CCC3(CC2)CCN(C(=O)c2cccc(F)c2)CC3)cc1	-3%	4.3%[11.4 µM]	-9%	·
O=C(c1cc(-c2ccc(Cl)c(Cl)c2)on1)N1CCN(c2ccccc2)CC1	0%	?	-2%	-9%
O=C(Cn1c(=O)c2cccn2c2ccccc21)NCc1ccccc1F	-26%	?	18%	27%[10.9 µM]
Fc1ccccc1CCNc1nnnn1-c1ccccc1	-6%	0.2%	-4%	·
CCn1nnnc1-c1ccc(OC)c(S(=O)(=O)NCc2ccccc2)c1	9%	-1.8%	3%	6%
CS(=O)(=O)N1CCc2cc(C(=O)NCc3ccccc3)ccc21	13%	0.6%	1%	5%[10.9 µM]
CCCC(=O)Nc1nnc(S(=O)(=O)N(C)c2ccccc2)s1	-4%	-3.6%	4%	-18%[10.9 µM]
COc1ccc2nc(/N=C\N(C)C)sc2c1	-23%	-2.6%	?	-24%
CC(=O)N1CCCc2cc(S(=O)(=O)N(C)CCC#N)ccc21	-13%	-1.0%	4%	-9%
CCOc1ccc(/C(O)=C2/C(=O)C(=O)N(Cc3cccnc3)C2c2ccc(N(C)C)cc2)c(C)c1 (configuration not stated)	-14%	-0.1%	-1%	-13%
CN(C)/C=C/C=C1C(=O)CCCC1=O	63%[activator]	·	4%	·
Cc1oc2ccc(O)c(CN3CCCC(C)C3)c2c1C(=O)Nc1ccccc1 (configuration not stated)	-14%	0.1%	-3%	-2%[10.9 µM]
COc1ccccc1CNC(=O)CCCn1c(=O)c2ccccc2n(CC(=O)Nc2c(C)cc(C)cc2C)c1=O	1%	1.1%	12%	23%[10.9 µM]
Cc1ccc2oc(=O)c3cnn(CC(=O)N4CCN(c5ccccn5)CC4)c3c2c1	-22%	0.5%	?	1%
COC(=O)[C@@H]1C[C@@]2(O)[C@H](O)[C@H](O)[C@H](O)C[C@H]2N1Cc1ccc(C(F)(F)F)cc1	5%	·	8%	-3%
CCn1c(SCC(=O)c2ccc(NS(=O)(=O)c3ccccc3)cc2)nnc1-c1cccs1	8%	3.8%	1%	-10%
Cn1c(=O)c2[nH]c(CSCc3ccccc3)nc2n(C)c1=O	-8%[9.22 µM]	0.5%[11.4 µM]	1%[9.22 µM]	18%[10.9 µM]
Cc1ccccc1CN1C(=O)c2ccccc2S(=O)c2ccc(C(=O)NCc3ccccc3)cc21 (configuration not stated)	-22%	?	9%	12%[10.9 µM]
COCCn1nnnc1C(c1cc(OC)ccc1OC)N1CCc2ccccc2C1 (configuration not stated)	-6%	-0.8%	22%	·
COc1cccc(-c2cc(C(=O)NCCc3ccc(C)cc3)[nH]n2)c1	-8%	3.3%	-6%	4%[10.9 µM]
CC(C)(C)c1ccc(S(=O)(=O)c2cn(CC(=O)Nc3ccccc3)c3ccccc3c2=O)cc1	-24%	?	14%	24%[10.9 µM]
CCC(C)NC(=O)c1ccc2nc(CCc3ccccc3)oc2c1 (configuration not stated)	-12%	-2.9%	-1%	-10%[10.9 µM]
COc1cccc(-c2cc(C(=O)Nc3cnn(Cc4ccc(F)cc4)c3)no2)c1	-4%	1.5%	6%	-23%
CCC1CCCCN1Cc1nc2c(c(=O)n(C)c(=O)n2C)n1Cc1ccccc1 (configuration not stated)	11%	17%	-20%	-13%
Nc1nnc(SCc2ccc(Cl)cc2)s1	3%	·	-13%	·
O=c1cc(-c2ccccc2)c2ccc3c(c2o1)CN(Cc1cccc(Cl)c1)CO3	-4%	0.6%	12%	-14%[10.9 µM]
Cc1cccc(NCc2nc3ccccc3n2CCOc2ccccc2C)c1	-23%	?	13%	-8%[10.9 µM]
O=C(Oc1cccc(-n2cnnn2)c1)c1sc2ccccc2c1Cl	1%	-0.7%	8%	·
CCOc1ccc(NC(=O)c2sc3nc4n(c(=O)c3c2C)CCC4)cc1	-11%	?	-6%	-15%[10.9 µM]
CCOC(=O)c1c(C)c(C(=O)NCCCN2CCCC2=O)c(C)n1CC	13%	0.3%	-2%	-10%
CS(=O)(=O)c1ncc(Cl)c(C(=O)N2CCN(c3cccc(Cl)c3)CC2)n1	2.5µM*	?	13µM*	-41%[inhibitor][10.9 µM]

Ordered by length of the SMILES (falling): part of the list above.
SMILES	p53ts 39C tox	IkB signaling	p53ts 32C kill	Imprint erasure
Cc1ccccc1CN1C(=O)c2ccccc2S(=O)c2ccc(C(=O)NCc3ccccc3)cc21 (configuration not stated)	-22%	?	9%	12%[10.9 µM]
CCn1c(SCC(=O)c2ccc(NS(=O)(=O)c3ccccc3)cc2)nnc1-c1cccs1	8%	3.8%	1%	-10%
CS(=O)(=O)c1ncc(Cl)c(C(=O)N2CCN(c3cccc(Cl)c3)CC2)n1	2.5µM*	?	13µM*	-41%[inhibitor][10.9 µM]
Cc1ccc2oc(=O)c3cnn(CC(=O)N4CCN(c5ccccn5)CC4)c3c2c1	-22%	0.5%	?	1%
N#Cc1ccc(CN2CCC3(CC2)CCN(C(=O)c2cccc(F)c2)CC3)cc1	-3%	4.3%[11.4 µM]	-9%	·
COc1ccc(-c2noc(-c3nnn(-c4cc(C)ccc4C)c3N)n2)cc1	-19%	-0.2%	-5%	-16%[10.9 µM]
CCOc1ccc(NC(=O)c2sc3nc4n(c(=O)c3c2C)CCC4)cc1	-11%	?	-6%	-15%[10.9 µM]
CCOC(=O)c1c(C)c(C(=O)NCCCN2CCCC2=O)c(C)n1CC	13%	0.3%	-2%	-10%
O=P1(Nn2cnnc2)C=C(c2ccccc2)OC(c2ccccc2)=C1	3%	-0.3%	5%	4%
COc1ccc(N2C(=O)CC(NCc3cccc(F)c3)C2=O)cc1 (configuration not stated)	7%	-0.2%	-2%	15%
Cc1nc(SCC(=O)Nc2ccnc3ccccc23)n[nH]1	11%	0.9%	1%	-33%[inhibitor]
CCCN(CCC)S(=O)(=O)c1ccc(C(=O)O)cc1	-15%	1.1%	-10%[1.84 µM]	13%
Nc1nnc(SCc2ccc(Cl)cc2)s1	3%	·	-13%	·

Remaining list, next part
SMILES	p53ts 39C tox	IkB signaling	p53ts 32C kill	Imprint erasure
Cc1ccc2nc(COc3ccccc3NC(=O)Nc3ccc(F)c(Cl)c3)cc(=O)n2c1	0%	2.7%	-1%	-6%[10.9 µM]
CCC(=O)Nc1cc(C)c(NC(=O)C23CC4CC(CC(C4)C2)C3)cn1	5%	0.3%	9%	-4%
CCNc1nc(NCC)n2c(SCc3ccc(F)cc3)nnc2n1	-7%	-2.9%	3%	-16%
Cc1cc(=O)[nH]c2nnc(SCc3ccc(F)cc3)n12	5%	-0.6%	-4%	-18%[10.9 µM]
Cc1cc(C)cc(NC(=O)CSc2nc(=O)n(Cc3ccccn3)c3c2CCC3)c1	9%	?	0%	-9%[10.9 µM]
CSCC[C@@H](C(=O)Nc1ccc2c(c1)OCCO2)N1Cc2ccccc2C1=O	-14%	-2.9%	2%	-5%
CC(=O)N1CCc2c(sc3c2c(=O)n(Cc2ccccc2)c(=O)n3Cc2ccc(C)cc2)C1	-14%	2.3%	3%	5%[10.9 µM]
CC(C)c1ccc(NC(=O)CSC2=Nc3ccccc3C3=NC(CC(=O)NCc4cccs4)C(=O)N23)cc1 (configuration not stated)	0%	-1.9%	6%	-9%[10.9 µM]
NC(=O)CSc1c[nH]c2ccccc12	-6%	·	-6%	·
COc1cc(C2N=C(c3ccccc3)NO2)cc(Br)c1O (configuration not stated)	-9%	0.1%	-3%	-32%[inhibitor]
Cc1oc2ccc(O)c(CN3CCN(C)CC3)c2c1C(=O)Nc1cccc(Cl)c1C	20%	?	6%	-6%[10.9 µM]
Cc1nc2cnc(Oc3ccccc3)nc2n(Cc2cccs2)c1=O	5%	1.0%[11.4 µM]	2%	?
COc1cc(C(c2nnnn2C(C)(C)C)N2CCN(c3nc4ccccc4s3)CC2)ccc1O (configuration not stated)	-8%	?	0%	-44%[inhibitor]
CCOc1cc(C#N)c(-n2nnc3c(sc4nc(C)cc(C)c43)c2=O)cc1OCC	43%[activator]	-0.4%	3%	15%[10.9 µM]
COc1cccc(CNC(=O)c2cc(-c3ccc(Cl)cc3)n[nH]2)c1	-21%	4.4%	-4%	6%[10.9 µM]
Cc1ccc2c(c1)cc(C)c1nnc(SCC(=O)NCc3ccco3)n12	7%	-0.2%	5%	2%
CCCCN(CC)CCCNC(=O)c1nn(-c2ccc(OC)cc2)c(=O)c2c1c1ccccc1n2C	-2%	-0.2%	5%	-5%[10.9 µM]
Cc1cc(C)n(-c2nncn2/N=C/c2ccccc2F)n1	0%	0.4%	-1%	-2%
COc1cccc2sc(Nc3nnc(-c4cccs4)o3)nc12	13µM*	?	?	-92%[inhibitor]
CC(C)=CCC/C(C)=C/CN(CC(C)O)CC(C)O (configuration not stated)	2%	0.2%	2%	-7%
CN(C)S(=O)(=O)N1CCN(C(=O)c2ccccc2Cl)CC1	18%	3.6%	-2%	2%
C=CCc1cccc(/C=N/c2nc3ccccc3n2CC)c1O	2%	·	3%	·
CCc1nnc2c(Nc3cc(OC)c(Cl)cc3OC)nc3ccccc3n12	-3%	-0.5%	0%	7%[10.9 µM]
CN(C)Cc1nc2c([nH]1)c(=O)n(C)c(=O)n2C	18%	1.4%	5%	-5%
COc1ccc(CNC(=O)c2sc3nc4n(c(=O)c3c2C)CCCCC4)cc1	-12%	-2.6%	-4%	-12%[10.9 µM]
Cc1ccsc1CN(C(=O)c1ccc(Br)cc1)C1CCS(=O)(=O)C1 (configuration not stated)	23%	-1.2%	4%	1%[10.9 µM]
CCOC(=O)c1cc2ccccc2nc1C	5%	-2.0%	2%	-7%
CCCC(c1nnnn1Cc1ccccc1)N1CCC(C(N)=O)CC1 (configuration not stated)	-6%	0.9%	1%	-6%
CCOC(=O)c1cnc(NCc2ccc(OC)cc2OC)c2ccccc12	-4%	-0.5%	22%	-6%[10.9 µM]
Cc1ccc(-c2cc(C(=O)NCc3ccco3)no2)cc1	-4%	14%	-7%	-35%[inhibitor]
COc1ccc(Cn2c(SCc3ccc(C(=O)NCc4cccs4)cc3)nc3cccnc32)cc1	-27%	?	-9%	-9%[10.9 µM]
